# KCNQ2 block = KCNQ2 potassium channel inhibitors, primary screen, cell-based, CHO-K1, FluxOR thallium flux, B-score (AID 2156); Potassium voltage-gated channel subfamily KQT member 2 (Rattus norvegicus), O88943; 20 min; active compounds read low; B-score at 10 µM; 310,000 tested, 1.1% active;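 active means fluorescence ratio B-score at most minus 3 library SDs, with starting brightness B-score within 2 library SDs, cut at about -5.5 in these data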
# Kir21 block = inhibitors of mouse Kir2.1 inward-rectifier potassium channel; B-score at 10 µM; HEK293-Kir2.1, FluxOR thallium flux fluorescence; active compounds read low; 310,000 tested, 0.85% active; AID 1672, 2009; Inward rectifier potassium channel 2 (Mus musculus), P35561;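 active means fluorescence ratio B-score at or below minus 3 SD of library scores, with starting-brightness B-score within 2 SD, cut at about -4.2 in these data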;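 further: channel flux triggered by added potassium and thallium sulfate stimulus; B-score of peak minus minimum fluorescence over baseline after thallium stimulus; more negative B-score means stronger Kir2.1 block with less thallium influx; some compounds called inactive have numbers as strong as hits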
# Target sequence (P35561 whole entry, looked up): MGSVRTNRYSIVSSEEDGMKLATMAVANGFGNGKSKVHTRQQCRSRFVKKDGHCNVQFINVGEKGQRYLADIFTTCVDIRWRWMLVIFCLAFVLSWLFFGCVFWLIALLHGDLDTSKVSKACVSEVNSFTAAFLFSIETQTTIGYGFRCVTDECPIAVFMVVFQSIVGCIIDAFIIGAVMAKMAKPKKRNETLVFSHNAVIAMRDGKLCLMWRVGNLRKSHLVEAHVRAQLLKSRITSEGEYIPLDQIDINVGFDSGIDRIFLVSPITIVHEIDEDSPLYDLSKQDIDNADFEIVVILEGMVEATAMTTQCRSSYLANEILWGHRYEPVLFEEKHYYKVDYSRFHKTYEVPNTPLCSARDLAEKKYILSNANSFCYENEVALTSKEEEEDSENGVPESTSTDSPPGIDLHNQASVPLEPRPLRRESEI
# CHT inh = inhibitors of human choline transporter CHT; 310,000 tested, 0.86% active; CHT-expressing cells, membrane potential dye, choline response; active compounds read low; B-score at 10 µM; High affinity choline transporter 1 (Homo sapiens), Q9GZV3;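 active means B-score over 3 SD under the library average, and starting fluorescence ratio not unusually high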;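 further: choline stimulus applied at its EC90 after an EC20 pre-addition; B-score computed on integrated fluorescence ratio after choline addition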
# Target sequence (Q9GZV3 whole entry, looked up): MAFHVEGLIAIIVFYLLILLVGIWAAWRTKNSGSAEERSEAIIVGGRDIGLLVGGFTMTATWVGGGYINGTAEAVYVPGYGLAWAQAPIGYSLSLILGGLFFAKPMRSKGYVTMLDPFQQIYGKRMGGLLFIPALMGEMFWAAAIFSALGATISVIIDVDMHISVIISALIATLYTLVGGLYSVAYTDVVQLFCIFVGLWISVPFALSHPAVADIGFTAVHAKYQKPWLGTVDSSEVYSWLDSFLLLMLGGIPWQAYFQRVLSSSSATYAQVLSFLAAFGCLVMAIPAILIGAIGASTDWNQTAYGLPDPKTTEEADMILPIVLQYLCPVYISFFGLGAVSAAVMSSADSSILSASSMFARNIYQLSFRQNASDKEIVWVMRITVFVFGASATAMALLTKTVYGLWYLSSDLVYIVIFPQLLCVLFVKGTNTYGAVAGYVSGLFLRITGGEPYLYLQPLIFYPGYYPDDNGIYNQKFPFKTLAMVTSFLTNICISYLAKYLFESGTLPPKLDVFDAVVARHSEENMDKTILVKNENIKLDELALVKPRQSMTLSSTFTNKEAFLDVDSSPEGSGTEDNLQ
# * marks the source's active call; other numbers are inactive results; i = inactive; · = not tested or not shown.
# Results follow in this order: KCNQ2 block, Kir21 block, CHT inh
CCOC(=O)C(NC(=O)CC)C(O)c1cccc([N+](=O)[O-])c1 (configuration not stated)
 : i, 0.22, i
Cc1ccccc1N1CCN(S(=O)(=O)CC23CCC(CC2=O)C3(C)C)CC1 (configuration not stated)
 : i, -2.7, i
C=CCNc1ncnc2c1[nH]c1ccccc12
 : i, -0.09, i
O=c1c(Cc2c(F)cccc2Cl)c(O)ccn1C1CCCCCC1
 : -7.8*, 0.09, i
O=C(NC1CCCC1)C(c1cccs1)N(C(=O)c1csnn1)c1ccccc1F (configuration not stated)
 : i, -0.34, i
CCc1nc(C)ccc1OCC(=O)N1CCc2c([nH]c3ccccc23)C1c1ccccn1 (configuration not stated)
 : i, 0.35, i
CCOc1cc(C(=S)N2CCCC2)ccc1OC
 : i, 0.99, i
CC(=O)C(=Cc1cc(C)n(-c2ccccc2)c1C)C(C)=O
 : i, 0, i
O=C(Nc1nc2n(n1)C(c1ccccc1)C=C(c1ccccc1)N2)c1ccco1 (configuration not stated)
 : i, -0.01, i
O=C(CN1C(=O)C2CC=C(Cl)CC2C1=O)Nc1ccc(C(=O)O)cc1 (configuration not stated)
 : i, 0.23, i
CC(C)(CNC(=O)c1ccc(-c2cccc(C(F)(F)F)c2)o1)N1CCOCC1
 : i, -0.69, i
COc1ccccc1NC(=O)CSc1nccn1Cc1ccccc1
 : i, -3.4, i
CC(=O)c1c(C)[nH]c(C(=O)Nc2ccc(Cl)c(S(=O)(=O)N(C)C)c2)c1C
 : i, -0.77, i
CC(OC(=O)CCC(=O)c1cccs1)C(=O)Nc1ccccc1[N+](=O)[O-] (configuration not stated)
 : i, -1.4, i
O=C(CN1CCCCC1)NC(=O)NCc1ccccc1
 : i, -1.1, i
N/C(=N\OC(=O)c1ccc(Cl)cc1Cl)c1ccccc1
 : i, -0.45, i
COc1ccc(OC)c(C(=O)NC(CC(N)=O)c2ccc(NC(C)C)c([N+](=O)[O-])c2)c1 (configuration not stated)
 : -9.6*, 0.9, i
Cc1ccc(NC(=O)C(C)Sc2nc(=O)cc(N)n2-c2ccccc2)cc1 (configuration not stated)
 : i, 0.42, i
O=c1c2c([nH]c3ccccc13)C(=C1CCCC1)CC2
 : i, 0.18, i
CCOc1ccc(C(=O)OCC(=O)N2CCCC2)cc1
 : i, -0.26, i
OCCN1CCOCCOc2ccccc2OCCOCC1
 : i, -0.17, i
COC(=O)c1sc2ccccc2c1NC(=O)c1ccc(S(=O)(=O)N2CC(C)CC(C)C2)cc1 (configuration not stated)
 : i, 0.1, i
Cn1cc(CN2CCCC(C(=O)Nc3cccc(-c4cc5ccccc5[nH]4)c3)C2)cn1 (configuration not stated)
 : i, -0.51, i
CCCNC(=O)C1(CC2CC(c3ccccc3)=NO2)CCN(C(=O)Cc2ccc(F)cc2)CC1 (configuration not stated)
 : i, -0.06, i
OC(C#CCN1CCCC1)c1ccccc1 (configuration not stated)
 : i, 1.4, i
CC(=O)c1ccc(N2CCN(C(=O)c3ccc(Br)cc3)CC2)c(F)c1
 : i, 0.01, i
O=C(O)c1ccc2c(=O)n3c(nc2c1)/C(=C/c1ccc(Cl)cc1Cl)CC3
 : i, 0.96, i
Cc1ccc(C(=O)Nc2cccnc2)cc1Cl
 : i, -0.76, i
NS(=O)(=O)c1ccc(NC(=O)CSc2n[nH]c(=O)n2Cc2ccccc2)cc1
 : i, -1.5, i
Cc1cc(NC(=O)c2c(Br)c(C)nn2C)no1
 : i, 0.3, i

# Some of these compounds in order of the Kir21 block value, lowest first:
# Results follow in this order: KCNQ2 block, Kir21 block, CHT inh
OCCN1CCOCCOc2ccccc2OCCOCC1
 : i, -0.17, i
Cc1cc(NC(=O)c2c(Br)c(C)nn2C)no1
 : i, 0.3, i
CCc1nc(C)ccc1OCC(=O)N1CCc2c([nH]c3ccccc23)C1c1ccccn1 (configuration not stated)
 : i, 0.35, i

# Next entries
# Results follow in this order: KCNQ2 block, Kir21 block, CHT inh
CC(OC(=O)C1CC(=O)N(Cc2ccccc2)C1)C(=O)Nc1cccc(C#N)c1 (configuration not stated)
 : i, -0.02, i
CC(=O)c1ccc(OCc2cc(C(=O)NCC3CCCCO3)no2)cc1 (configuration not stated)
 : i, -1.4, i
CNc1nc(C)c(C(=O)OCc2ccccc2)s1
 : i, 0.28, i
CC(=O)OC(C(=O)NCCN1CCOCC1)c1c(F)cccc1F (configuration not stated)
 : i, 0.54, i
O=C(CS(=O)(=O)Cc1ccccc1)N1CCN(c2cccc(C(F)(F)F)c2)CC1
 : i, -0.61, i
CCc1ccc(NC(=O)C(=O)NCC(O)c2ccccc2)cc1 (configuration not stated)
 : i, 1, i
O=C(O)CCCCCCCCCCP(=O)(c1ccccc1)c1ccccc1
 : i, 0.14, i
Cc1cc(Cl)c(S(=O)(=O)N(C)C)cc1OCC(N)=O
 : i, 0.79, i
N/C(Cc1ccccc1)=N\OC(=O)c1cccc2ccccc12
 : i, -3, i
CCOc1ccc(S(=O)(=O)N2CCC(C(=O)NCc3ccccn3)CC2)cc1C
 : i, -0.25, i
COC(=O)NNC(=O)COc1ccccc1C
 : i, 0.16, i
O=C(CC12CC3CC(CC(C3)C1)C2)N1CCCOC1
 : i, 0.07, i
O=c1[nH]c(Cc2ccccc2)nc2c1oc1ccccc12
 : i, 0.48, i
O=C(O)Cn1c(-c2ccccn2)nc2ccccc21
 : i, 0.7, i
COc1cc(CCCN2CCNC[C@@H]2C(C)O)cc(OC)c1OC (some centres not stated)
 : i, -0.78, i
CCN(CC)CCNC(=O)c1cc2c(s1)-c1ccccc1SC2
 : i, -2.5, i
NC(=O)CC(NC(=O)Cc1cccc2ccccc12)c1ccc(NC2CC3CCC2C3)c([N+](=O)[O-])c1 (configuration not stated)
 : i, -0.58, i
CC(C)(COC(=O)Nc1ccccc1)COC(=O)Nc1ccccc1
 : i, -1.1, i
O=CNCc1nc2ccccc2n1CCc1ccccc1
 : i, -0.05, i
CC(=O)N1c2c(cc(Br)cc2S(=O)(=O)NCc2ccccc2)CC1C (configuration not stated)
 : i, -2.2, i
Cc1c(NC(=O)CN2C(=O)NC(C)(c3ccc4c(c3)OCCO4)C2=O)c(=O)n(-c2ccccc2)n1C (configuration not stated)
 : i, 0.74, i
Cc1nn(-c2ccccc2)c(N)c1-c1ccccc1
 : i, -1.1, i
COCCCNC(=O)/C=C/c1c(Cl)cccc1Cl
 : i, -1.3, i
Cc1cccc(Cn2c(O)c(N=NC(=S)Nc3ccccc3F)c3ccccc32)c1
 : i, 0.15, i
COc1ccc(-c2nc(-c3ccccc3)nc(Cl)c2C#N)cc1
 : i, -2, i
Cc1ccc(C(=O)NN2C(=O)C3C4C=CC(C4)[C@@H]3C2=O)cc1 (some centres not stated)
 : i, -1.4, i
CCC(C)[C@H](NC(=O)NCc1ccccc1Cl)C(=O)O (some centres not stated)
 : i, 1.5, i
Cc1c(C(=O)OCC(=O)Nc2c(C)n(C)n(-c3ccccc3)c2=O)cccc1[N+](=O)[O-]
 : i, 0.91, i
O=C(CCC(=O)OCCCC(F)(F)C(F)(F)F)Nc1ccccc1
 : i, 1.6, i
CCOc1ccccc1NC(=O)Cc1c(F)cccc1Cl
 : i, -0.15, i

# (further entries)
# Results follow in this order: KCNQ2 block, Kir21 block, CHT inh
COc1ccc(C(=O)Nc2cccc(NC(C)=O)c2)cc1OC
 : i, 0.49, i
Cn1c(C(=O)O)cc2cc(F)ccc21
 : i, 0.41, i
CC[C@@H]1CC=C[C@H]2[C@H]1C(=O)N(Cc1ccccc1)[C@H]2c1cc(C)ccc1F
 : i, 1.1, ·
COc1ccc(C(CNC(=O)c2cccc(S(=O)(=O)Nc3ccc(C)cc3)c2)N2CCCCC2)cc1 (configuration not stated)
 : i, 0.56, -14*
Oc1ccc(Cl)cc1Cc1cc(Cl)ccc1O
 : i, -6*, i
O=C(NCCCN1CCC(Cc2ccccc2)CC1)C1CCC(=O)N1C1CCCC1 (configuration not stated)
 : i, -0.63, i
CC(O)CSc1nc2c(c(=O)n(C)c(=O)n2C)n1CCCc1ccccc1 (configuration not stated)
 : i, 1.1, i
CCOC(=O)c1ccc(N2C(=O)CC(N3CCN(Cc4ccccc4)CC3)C2=O)cc1 (configuration not stated)
 : i, -3, i
CC(=O)OC1COC(N2CCc3cc(Br)c([N+](=O)[O-])cc32)C(OC(C)=O)C1OC(C)=O (configuration not stated)
 : i, 0.03, i
Clc1ccc2nc(CSc3nc4ccccc4o3)cn2c1
 : i, -0.92, i
COC(=O)Nc1ccc(SCC(=O)c2ccccc2)cc1
 : i, 0.13, i
COc1ccc(CCNC(=O)CCCn2c(=O)c3cccn3c3cccnc32)c(OC)c1
 : i, -0.08, i
CC1=CS(=O)(=O)CC1Sc1nc2ccccc2[nH]1 (configuration not stated)
 : i, 0.6, i
O=C(N/N=C/c1cccc(O)c1)c1csc2ccccc12
 : i, -0.15, i
O=C(NCc1cccs1)C(Cc1ccccc1)n1cccc1 (configuration not stated)
 : i, 0.11, i
Cc1ccc(NC(=O)c2cc(-c3ccccc3O)n[nH]2)cc1C
 : i, 1.3, i
CCOC(=O)C1CCN(CCC(=O)Nc2cccc(Cl)c2C)CC1
 : i, 1.1, i
CCOc1cc(CNCCO)cc(Br)c1OCc1ccccc1
 : i, -16*, i
Cc1nn(-c2ccccc2)c2nc(N)c(C#N)c(-c3ccc(F)cc3)c12
 : i, 0.26, i
Cc1cc(OCC(=O)N2CCCCCC2)ccc1[N+](=O)[O-]
 : i, 1.2, i
COc1ccc(C(CNC(=O)c2cccc(NS(=O)(=O)c3ccccc3)c2)N(C)C)cc1 (configuration not stated)
 : i, -0.05, i
O=C(NC(Cc1c[nH]c2ccccc12)C(=O)Nc1ccc(F)c([N+](=O)[O-])c1)c1cccs1 (configuration not stated)
 : i, 0.88, i
COc1ccc(C)cc1NS(=O)(=O)c1ccc2c(c1)NC(=O)C(C)S2 (configuration not stated)
 : i, -1.9, i
CC1=Nn2c(nnc2-c2cc(-c3ccccc3)n[nH]2)SC1
 : i, 1.1, i
N#Cc1ccccc1S(=O)(=O)N1CCN(C(=O)c2cc(-c3ccccc3)nn2-c2ccccc2)CC1
 : i, 0.05, i
Cc1c(C(=O)NCCCN2CCOCC2)sc2nc(-c3ccc(F)cc3)cn12
 : i, -1, i
CN(C)/C(=N\S(=O)(=O)c1ccccc1)c1ccc([N+](=O)[O-])cc1
 : i, 2.8, i
O=C(NN=C1CCCCCC1)c1ccc(Br)o1
 : i, -3.3, i
COc1ccc(NC(=O)COC(=O)c2c(F)cccc2Cl)cc1OC
 : i, 0.45, i
O=C(CSc1nnc(-c2ccncc2)n1-c1ccccc1)NC1CC1
 : i, 0.11, i

# Other structures.
# Results follow in this order: KCNQ2 block, Kir21 block, CHT inh
COc1cc(C(=O)N2CCN(c3cc(Cl)ccc3Cl)CC2)cc(OC)c1OC
 : i, -0.19, i
CCN(CC)S(=O)(=O)c1ccc(Br)c(OC)c1
 : i, 1.9, i
CCOC(=O)C1CCN(C(=O)COC(=O)Cc2ccc(Cl)cc2)CC1
 : i, -0.35, i
CC(C)/C=C1\CC/C(=C\c2ccc(N(C)C)cc2)C1=O
 : i, -4.1, i
O=C(NCCCN1CCOCC1)c1ccc(Sc2ccc(F)cc2)c([N+](=O)[O-])c1
 : i, -0.53, i
O=C(Oc1c(CN2CCOCC2)cc(Cl)c2cccnc12)c1ccc(F)cc1
 : i, -1.4, i
CCCc1cc(N2CCOCC2)n2ncc(-c3ccccc3)c2n1
 : i, 0.58, i
Cc1sc(NC(=O)Nc2ccccc2)c(C(N)=O)c1C
 : i, -0.02, i
CC(C)(C)c1ccc(S(=O)(=O)N2CCN(c3ncccn3)CC2)cc1
 : i, 0.61, i
COc1ccc2nc(C)cc(Nc3cccc(C(=O)O)c3)c2c1
 : i, -0.38, i
Cn1c(Cn2c(=O)sc3ccccc32)nnc1SCC(=O)NCc1ccco1
 : i, 0.04, i
O=[N+]([O-])c1ccc(Sc2ccccn2)nc1
 : i, 0.33, i
COc1ccc(S(=O)(=O)Nc2cccnc2)cc1OC
 : i, -0.73, i
COc1ccccc1NC1=C(Cl)C(=O)N(C2CCCCC2)C1=O
 : i, -0.42, i
CN(C)C(CNC(=O)C1CCN(S(=O)(=O)c2ccc(Cl)cc2)CC1)c1ccccc1 (configuration not stated)
 : i, 1.1, i
COc1ccccc1N(CC(=O)NCc1ccccc1)C(=O)CCC(=O)Nc1nccs1
 : i, 0.79, i
O=C(NNc1ncccc1Cl)c1c(Cl)cccc1Cl
 : i, 0.02, i
CCc1ccc(CN(C)C(=O)CCc2nnc(Cc3cccc(C)c3)o2)nc1
 : i, 0.8, i
COc1cccc2sc(N(CCCN(C)C)C(=O)c3sc4ccccc4c3Cl)nc12
 : i, -2.6, i
CCc1nnc(NC(=O)CCC(=O)NCCc2ccccc2)s1
 : i, 0.05, i
Cc1ccc(SCc2nc(-c3ccccn3)no2)cc1
 : i, -0.72, i

# Copied from the results shown (four entries):
# Results follow in this order: KCNQ2 block, Kir21 block, CHT inh
CCc1ccc(CN(C)C(=O)CCc2nnc(Cc3cccc(C)c3)o2)nc1
 : i, 0.8, i
COc1cccc2sc(N(CCCN(C)C)C(=O)c3sc4ccccc4c3Cl)nc12
 : i, -2.6, i
CCc1nnc(NC(=O)CCC(=O)NCCc2ccccc2)s1
 : i, 0.05, i
Cc1ccc(SCc2nc(-c3ccccn3)no2)cc1
 : i, -0.72, i
